Compound activity (PubChem)
IDE act – human IDE activators in live cells, primary screen, fluorescence polarization, HEK cells, FAbeta-B substrate; actives 0.073% (n = 340,000); activation, % at 5.96 µM; Insulin-degrading enzyme (Homo sapiens), P14735; FAbeta-B cleavage; 0% vehicle, 100% cell-free pure enzyme wells;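 active = activation above the mean of all tested compounds plus 3 SD, set per screening campaign, cut at about 17% in these data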
Target sequence (P14735 whole entry, looked up): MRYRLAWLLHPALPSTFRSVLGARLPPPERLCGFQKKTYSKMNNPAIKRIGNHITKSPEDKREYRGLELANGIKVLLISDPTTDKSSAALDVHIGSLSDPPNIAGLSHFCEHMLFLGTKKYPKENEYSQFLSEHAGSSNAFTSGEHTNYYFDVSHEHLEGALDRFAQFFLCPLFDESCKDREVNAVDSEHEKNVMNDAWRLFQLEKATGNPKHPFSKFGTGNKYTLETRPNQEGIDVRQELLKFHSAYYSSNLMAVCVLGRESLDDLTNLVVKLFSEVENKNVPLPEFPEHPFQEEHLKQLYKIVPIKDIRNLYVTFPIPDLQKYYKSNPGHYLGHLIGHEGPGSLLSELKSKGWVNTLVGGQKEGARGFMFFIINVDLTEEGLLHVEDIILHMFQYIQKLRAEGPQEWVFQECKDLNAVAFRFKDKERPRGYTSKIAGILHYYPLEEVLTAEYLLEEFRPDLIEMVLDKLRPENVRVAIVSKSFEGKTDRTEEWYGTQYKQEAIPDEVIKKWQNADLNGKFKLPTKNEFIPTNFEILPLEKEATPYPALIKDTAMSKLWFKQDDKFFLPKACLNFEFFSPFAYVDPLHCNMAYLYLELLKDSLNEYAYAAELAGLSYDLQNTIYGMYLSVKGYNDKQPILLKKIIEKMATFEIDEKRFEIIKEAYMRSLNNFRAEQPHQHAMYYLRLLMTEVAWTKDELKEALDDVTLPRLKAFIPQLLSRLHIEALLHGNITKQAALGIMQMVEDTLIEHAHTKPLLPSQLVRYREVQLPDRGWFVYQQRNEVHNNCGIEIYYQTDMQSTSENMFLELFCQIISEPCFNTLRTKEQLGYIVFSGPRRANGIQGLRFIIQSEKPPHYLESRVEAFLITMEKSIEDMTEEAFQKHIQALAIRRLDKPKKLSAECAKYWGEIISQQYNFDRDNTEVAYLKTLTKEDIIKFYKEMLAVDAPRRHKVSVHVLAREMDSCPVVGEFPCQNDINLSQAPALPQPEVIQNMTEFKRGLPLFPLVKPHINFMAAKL
IDE cell inh – human IDE inhibitors in live cells, primary screen, fluorescence polarization, HEK cells, FAbetaB substrate | FAbetaB cleavage | inhibition, % at 5.59 µM | actives 0.41% (n = 320,000) | AID 434962, 2010;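 active = percent inhibition above the average of all tested compounds plus 3 SD, set per screening campaign, cut at about 16% in these data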;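 note: IDE supplied by intact live HEK cells; FP after avidin binding of uncleaved biotin substrate so inhibition keeps polarization high; 0% = DMSO wells and 100% = 60 µM reference IDE inhibitor Ii1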
UBC9 SUMO inh – inhibitors of in vitro SUMOylation cascade, primary screen, biochemical, HTRF, uHTS; inhibition, % at 35 µM; actives 0.36% (n = 290,000); AID 2006, 2009; HTRF SUMOylation assay, SAE1/SAE2 + UBC9; SUMO-conjugating enzyme UBC9 (Homo sapiens), P63279; in the data active = inhibition above about 50%, passing the limit was not always enough; note: strong numbers were not always called active
VIM-2 inh – VIM-2 metallo-beta-lactamase inhibitors, primary screen, biochemical, epi-absorbance readout, Pseudomonas aeruginosa enzyme; inhibition, % at 5.6 µM; actives 0.89% (n = 290,000); AID 1527, 2009; purified VIM-2, nitrocefin hydrolysis, epi-absorbance fluorescence;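 active = inhibition above the mean of all tested compounds plus 3 SD, cutoff set per screening run, cut at about 7.5% in these data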;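 note: red hydrolysis product quenches plate fluorescence so inhibitors raise well fluorescence; 0% = enzyme with DMSO and 100% = DMSO without enzyme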
NS3 helicase inh – inhibitors of HCV NS3 helicase, primary screen, biochemical, Cy5 molecular beacon fluorescence; NS3 helicase DNA unwinding; Hepatitis C virus NS3 helicase; AID 1800, 2009; actives 0.56% (n = 290,000); inhibition, % at 10.9 µM;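 active = inhibition above the mean of all tested compounds plus 3 SD, set per campaign, cut at about 35% in these data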;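 note: 0% = DMSO wells and 100% = thioflavine S control wells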
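Assay system: hepatitis C virus NS3 helicase domain fragment enzyme. Also added: annealed dual-labelled DNA beacon duplex, ATP-started. Timing: 1 h reaction at 25 °C, ATP-initiated. Technique: Cy5 fluorescence at 0 and 60 min, beacon hairpin quenching. Evaluation: % inhibition of unwinding. Replication: one well per compound.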
IMP-1 inhibitor – IMP-1 metallo-beta-lactamase inhibitors, primary screen, biochemical, epi-absorbance readout, Pseudomonas aeruginosa enzyme; metallo-beta-lactamase IMP-1 (Pseudomonas aeruginosa); purified IMP-1, nitrocefin hydrolysis, epi-absorbance fluorescence; inhibition, % at 5.6 µM; actives 0.45% (n = 290,000);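 active = inhibition above the mean plus 3 SD of all compounds in the same screening run, cut at about 4.5% in these data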;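 note: 0% = IMP-1 with DMSO and 100% = DMSO wells lacking enzyme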
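Material – recombinant IMP-1 enzyme, purified · Amount – IMP-1 0.2 nM before substrate addition · Medium – HEPES buffer pH 7.1 with ZnSO4 and Brij 35 · Timing – 25 °C, 15 min preincubation, 25 min reaction · Measured by – plate fluorescence quenching by hydrolysis product, ex 480/em 530 nm · Read-out – percent enzyme inhibition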
PfM18AAP inh – PfM18AAP inhibitors, malaria aminopeptidase, primary screen, biochemical, QFRET, recombinant enzyme; H-Glu-NHMec fluorogenic cleavage; inhibition, % at 7.35 µM; actives 1.2% (n = 290,000); AID 1822, 2009;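 active = inhibition above the campaign mean inhibition over all tested compounds plus 3 SD, cut at about 28% in these data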;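 note: 0% = plate median of test compound wells and 100% = 2 mM ZnCl2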
DNA FID counter – compounds displacing fluorescent DNA intercalator, primary screen, artefact control for HCV NS3 helicase inhibitor project, biochemical, FID fluorescence; inhibition, % at 7.9 µM; AID 1845, 2009; actives 0.17% (n = 290,000); DNA fluorescent intercalator displacement; in the data active = inhibition above about 37%;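 note: 0% = vehicle and 100% = reference compound; higher means more ethidium bromide displaced from hairpin DNA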
p-CIP stab down – p/CIP-EGFP fusion destabilizers, primary screen, fluorescence, F442A cells. decrease of EGFP signal, % at 10 µM. 16 h. actives 0.01% (n = 290,000). Q05BA5;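 active = EGFP signal decrease of at least 30% at 10 µM or well 3 SD below plate mean, unless failing retest; inactive = the rest, including hits failing retest or dose response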; note: some compounds called inactive have numbers as strong as hits; many of its hits are not listed in these tables
An asterisk follows results filed as active; x = no result given; & = joins results of further samples.

SMILES	IDE act	IDE cell inh	UBC9 SUMO inh	VIM-2 inh	NS3 helicase inh	IMP-1 inhibitor	PfM18AAP inh	DNA FID counter	p-CIP stab down
O=C(O)/C=C/C(=O)N1CCN(c2cccc(Cl)c2)CC1	4	2	3	-2.8	0	-2.0	-7	3	14
COC(=O)c1oc(-c2ccccc2)nc1C	5	-1	21	0.2	-8	-0.7	-15	3	-20
CCc1ccc(NC(=S)N(CCN2CCCCC2)Cc2ccco2)cc1	7	11	-11	-3.2	-2	-4.5	3	1	12
COc1cccc(NC(=O)c2ccccc2N2C(=O)C3C4C=CC(C5CC45)C3C2=O)c1 (stereo unspecified)	5	-1	6	0.1	-1	1.6	-6	-14	-2
CC(C)c1ccc(NC(=O)COC(=O)C2=COCCO2)cc1	0	4	16	-3.9	2	-1.3	1	-7	-7
O=C(c1ccccc1)[C@@H]1[C@@H](C(=O)c2ccc(F)cc2)[C@@]2(C(=O)Nc3ccccc32)[C@H]2c3ccccc3C=CN12	-4	7	11	0.0	22	-3.1	-3	-18	-13
O=C(O)/C=C/C(=O)Nc1ccc2nccnc2c1	5	4	32	1.6	1	-2.9	2	-1	0
Cc1nn(CCCC(=O)NC(C)c2ccccc2)c(=O)c2nn(-c3ccccc3)c(C)c12 (stereo unspecified)	2	3	-1	-1.8	1	-0.3	1	-51	8
O=C(c1ccc([N+](=O)[O-])cc1)N(Cc1ccc(Cl)cc1)N1C(=O)CCCC1=O	-2	0	19	-2.2	-2	-2.3	8	-2	3
COc1ccc(CN(C(=S)Nc2ccccc2)C2CC(=O)N(c3ccc(F)cc3)C2=O)cc1 (stereo unspecified)	-4	5	-8	-3.6	-7	-4.0	24	-1	0
COc1ccc(NC(=O)c2ccc(Cl)nc2)cc1S(=O)(=O)N1CCCCC1	5	1	-4	-0.9	-1	-0.1	5	-12	3
O=C(Nc1ccccc1)Nc1nc(-c2ccc(F)c(F)c2)cs1	2	5	-10	-2.3	11	-1.5	-3	-4	5
COc1ccc2c(c1)C(NC(C)=O)C(=O)N2C (stereo unspecified)	3	4	6	-1.2	-1	-2.4	-12	3	-10
CC1CCN(S(=O)(=O)c2ccc(C(=O)Nc3nnc(-c4ccccn4)o3)cc2)CC1	3	1	3	-3.1	8	-3.7	1	-47	-8
COc1ccc2c(c1)C1=C(CC2)C(c2ccc(C)cc2)NC(=S)N1 (stereo unspecified)	-2	11	-11	-4.6	11	-2.4	6	-5	-4
COc1cc(C2C(C#N)=C(N)N(c3cccnc3)C3=C2C(=O)CCC3)ccc1O (stereo unspecified)	-4	5	13	-1.4	-4	-3.1	20	-4	-25
COC(CNC(=O)c1ccc2c(=O)n(Cc3ccc(Cl)cc3)c(=S)[nH]c2c1)OC	3	x	9	-3.6	-14	-1.0	0	-27	2
COc1cc(NC(=O)CSc2nccc(=O)[nH]2)c(C)cc1[N+](=O)[O-]	7	-3	2	-1.6	16	2.6	6	0	3
C/C(=N\NC(=S)NC1CCCCC1)c1cccc(C(F)(F)F)c1	6	-4	23	-2.1	9	-3.0	-15	-5	-6
COc1ccc(CN(C)C(=O)CCN2C(=O)c3ccccc3C2=O)c(OC)c1OC	-1	7	0	-0.9	7	-3.5	5	-33	-6
Cc1nn(-c2ccccc2)c2sc(C(=O)NNC(=O)COc3cccc4ccccc34)cc12	-1	0	3	2.5	-9	-2.4	1	1	-2
O=C(CSc1ccccn1)C12CC3CC(CC(C3)C1)C2	-2	-1	6	-1.9	-14	-2.5	4	-14	-7
CC(C)Cc1nc(SCC(=O)N2CCCCC2)c2c(=O)n(C)c(=O)n(C)c2n1	-1	3	-4	1.2	-1	-0.8	3	-53	-6
COC(=O)c1cc(S(=O)(=O)N(C)c2ccc(C)c(C)c2)c[nH]1	4	4	-5	-1.0	0	-5.7	3	-8	-1
Cc1ccc(OCC(=O)N/N=C/c2ccco2)cc1	0	0	-4	-3.0	2	-3.5	10	-3	-3

Three records drawn at random from those above:
SMILES	IDE act	IDE cell inh	UBC9 SUMO inh	VIM-2 inh	NS3 helicase inh	IMP-1 inhibitor	PfM18AAP inh	DNA FID counter	p-CIP stab down
COc1cc(C2C(C#N)=C(N)N(c3cccnc3)C3=C2C(=O)CCC3)ccc1O (stereo unspecified)	-4	5	13	-1.4	-4	-3.1	20	-4	-25
Cc1nn(-c2ccccc2)c2sc(C(=O)NNC(=O)COc3cccc4ccccc34)cc12	-1	0	3	2.5	-9	-2.4	1	1	-2
COc1cccc(NC(=O)c2ccccc2N2C(=O)C3C4C=CC(C5CC45)C3C2=O)c1 (stereo unspecified)	5	-1	6	0.1	-1	1.6	-6	-14	-2

Next section
SMILES	IDE act	IDE cell inh	UBC9 SUMO inh	VIM-2 inh	NS3 helicase inh	IMP-1 inhibitor	PfM18AAP inh	DNA FID counter	p-CIP stab down
Cc1ccc(NS(=O)(=O)c2cc(NC(=O)c3ccc4c(c3)NC(=O)CS4)ccc2Cl)c(C)c1	0	4	-3	0.7	-12	0.2	32*	-3	-16
Cc1ccc(S(=O)(=O)c2c(C)nn(-c3ccccc3)c2OC(=O)c2ccco2)cc1	3	7	-7	-2.8	-3	-3.2	2	-1	-19
CN(C)/C=C(\C#N)C(=O)N/N=C(\CC(=O)C(F)(F)F)c1ccco1	1	-6	17	0.1	21	1.1	30*	-12	-9
CCOc1ccc(NC(=O)c2cccc3c2C(=O)N(Cc2cccnc2)C3)cc1	-4	-2	5	1.4	3	-1.0	-7	-19	0
O=S(=O)(N/N=C\c1ccc2c(c1)OCO2)c1ccc(Cl)cc1	0	-7	22	-3.4	-5	-3.2	2	2	-2
COc1cccc(CNC(=O)N2CCN(c3ccccc3C)CC2)c1	4	-4	10	-1.3	0	-1.5	4	-26	-19
CCN(CC(=O)Nc1ccc(NC(C)=O)cc1)Cc1c(O)ccc2cc(Br)ccc12	5	2	-2	-1.2	-5	-0.3	0	-7	-4
COc1ccc(-c2cc(=O)c3ccccc3o2)cc1	-2	6	14	x	x	x	x	x	18
COc1ccc2cc(C(=O)NCCCN3CCCC3=O)[nH]c2c1	6	-1	19	-1.2	4	-0.9	4	-7	-6
CC1CN(C(=O)COC(=O)c2cc(Cl)ccc2Cl)CC(C)O1 (stereo unspecified)	11	5	-1	-3.9	11	-2.4	3	-18	-2
COc1ccc(CN(C(=O)CSc2nnc(-c3c[nH]c4ccccc34)o2)c2ccc(F)cc2)cc1OC	-4	3	-18	-0.8	-18	-4.4	0	-16	1
O=C(COc1ccc2c(c1)oc(=O)c1ccccc12)NCCCN1CCOCC1	-10	-1	24	20*	5	-1.8	-5	14	8
COc1cccc2cc(-c3nc4ccccc4o3)c(=O)oc12	4	0	24	0.8	1	-0.2	2	-1	1
O=C(NCC(=O)N1CCN(c2ccccn2)CC1)c1ccc(Br)o1	1	3	10	-1.8	0	-3.3	1	-9	-16
NS(=O)(=O)c1ccc(CCNC(=O)CNS(=O)(=O)c2cccc(Br)c2)cc1	4	0	14	0.7	11	-0.6	0	-5	-17
COc1ccc(C2C(C#N)=C(SCC(=O)Nc3ccc(C)cc3)NC3=C2C(=O)CC(C)(C)C3)cc1 (stereo unspecified)	2	3	9	-2.1	-7	-1.9	5	-9	-15
O=c1[nH]n(Cc2ccccc2)c2ccccc12	3	-3	-6	-0.9	4	-3.2	8	-4	-12
CCn1c(SCC(=O)Nc2cc(C)on2)nc2c([nH]c3ccccc32)c1=O	-4	6	-10	-6.2	-2	-2.0	3	-14	-6
CCCCCC(=O)Nc1ccc(Cl)cn1	0	-2	13	-1.4	-5	0.4	-2	-2	-7
CN(C)S(=O)(=O)c1ccc(NC(=O)COC(=O)Cn2[nH]c(=O)c3ccccc3c2=O)cc1	7	0	17	-0.4	-16	-1.8	-1	-10	-19
O=C(c1c(F)cccc1F)N(Cc1ccccn1)C1CCCC1	-1	-4	-2	-1.3	0	-2.9	-6	-4	6
CCOc1cc(NC(=S)NCCCN2CCOCC2)c(OCC)cc1NC(=O)c1ccc(OC)cc1	3	1	18	-2.0	-17	-2.0	-10	8	-14
CC(C)Oc1ccc(C(=O)/C=C2/C(=O)Nc3ccccc32)cc1	3	3	-7	-2.8	-17	-3.6	9	-9	4
CN(C1CCCCC1)S(=O)(=O)c1ccc(NC(=O)CCC(=O)O)cc1	-1	10	28	-1.6	9	-1.9	-11	-24	0
Cc1nn2c(NCc3ccccn3)c3c(nc2c1-c1ccccc1)CCC3	x	3	-24	0.9	-5	-0.9	1	-4	8

The list goes on:
SMILES	IDE act	IDE cell inh	UBC9 SUMO inh	VIM-2 inh	NS3 helicase inh	IMP-1 inhibitor	PfM18AAP inh	DNA FID counter	p-CIP stab down
CCn1c(C)nc2cc(C(=O)NNC(=S)Nc3ccc(Cl)cc3Cl)ccc21	4	0	-61	-1.9	1	-2.6	4	-11	3
Cc1ccc(S(=O)(=O)N/N=C/c2cn(C)nc2C)cc1	3	2	8	-1.5	3	-2.5	-20	-4	-6
CCCCc1nnc(NC(=O)C2CCCO2)s1 (stereo unspecified)	0	0	14	-2.9	-3	-2.1	-2	0	-7
CCc1nc2sc(C(=O)O)c(N)c2c2c1CCCC2	-3	4	10	0.4	5	-2.5	-9	-16	-14
NS(=O)(=O)c1cc2c(cc1Cl)NC(Cc1ccccc1)NS2(=O)=O (stereo unspecified)	4	0	12	-0.4	-2	0.6	-3	0	3
CC(N)C12CC3CC(CC(C3)C1)C2 (stereo unspecified)	3&-4	-5&-1	21&9	-1.7&-2.3	-12&-15	-4.2&-1.9	-8&-4	0&0	-4&-10
O=C1c2ccccc2-c2ncnc3c(N4CCOCC4)cc(N4CCOCC4)c1c23	7	-3	10	1.3	4	-1.0	3	-2	-10
O=C(CSc1n[nH]c(-c2ccccn2)n1)Nc1ccccc1	2	0	-34	5.0	11	-3.3	5	-17	-3
O=C(Nc1ccc2c(c1)OCCO2)c1cccc(S(=O)(=O)N2CCCCC2)c1	-1	-2	8	-4.9	1	-3.5	-10	-12	-4
Cc1nnc(Oc2ccccc2F)c2ccccc12	1	-4	15	0.9	3	-0.1	10	-11	4
CCn1c(SCC(=O)Nc2cc(C)on2)nc2c(c1=O)SC(C)C2 (stereo unspecified)	0	4	17	-1.1	1	0.7	4	-5	-12
Cc1ccc(CSc2nnc(-c3cccnc3)n2N)cc1	1	2	4	-0.7	3	-2.1	3	-8	5
CCOC(=O)C1CCCN(C(=O)CN2C(=O)C(CC)Oc3ccc(C)cc32)C1 (stereo unspecified)	-2	2	2	1.5	15	0.9	-1	-33	-2
COc1ccc(NS(=O)(=O)c2ccc(NC(=O)C(C)(C(F)(F)F)C(F)(F)F)cc2)nn1	0	7	29	-2.7	4	-7.1	-5	-14	-19
CC(=O)OC1COC(n2ccc3ccccc32)C(OC(C)=O)C1OC(C)=O (stereo unspecified)	4	-3	17	-4.3	7	-3.0	0	-16	2
